# Bioassay records from PubChem.
# Giardia FBPA inh: inhibitors of Giardia lamblia fructose-1,6-bisphosphate aldolase; purified Giardia FBPA; Potency, µM (titrated, usually from 59.6 µM), inactives show at the highest dose activity, negative = inhibition, actives largely listed as inhibitors; AID 2451; A8B2U2; 0.71% of 290,000 active; active = well fitted inhibition curve with a large enough effect; inconclusive = small, poorly fitted or top-dose-only effect, or effect the other way; also: nearly all actives have a fitted effect of over 55% in size
# Target sequence (A8B2U2 whole entry, looked up): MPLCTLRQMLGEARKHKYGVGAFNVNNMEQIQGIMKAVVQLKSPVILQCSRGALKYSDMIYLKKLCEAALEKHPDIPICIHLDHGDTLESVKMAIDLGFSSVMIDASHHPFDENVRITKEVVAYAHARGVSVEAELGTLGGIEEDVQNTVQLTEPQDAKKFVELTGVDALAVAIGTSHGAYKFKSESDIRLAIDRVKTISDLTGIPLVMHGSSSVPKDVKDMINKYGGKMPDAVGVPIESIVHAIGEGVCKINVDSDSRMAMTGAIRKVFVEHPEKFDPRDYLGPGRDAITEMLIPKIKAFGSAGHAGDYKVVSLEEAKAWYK
#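 Giardia FBPA (40 nM reagent) was preincubated 10 min at RT with compound (up to 57.5 uM final), then substrate plus GAPDH/TPI/NAD/arsenate coupling system with diaphorase/resazurin was added; resorufin fluorescence (525/598 nm) was read after 20 min.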
# * = called active by the depositor; u = inconclusive; & = joins results of further samples; [ ] = remark or other dose. % is scaled to controls: 0 for no effect and ±100 for the full control effect; potency is read from the fitted curve at half-maximal effect.
# The opening four compounds as a preview:
SMILES: CC(C)c1cccc2nc3c(c([Si](C)(C)C(C)(C)C)c12)Cn1c-3cccc1=O
  Giardia FBPA inh: -26%
SMILES: C[C@H](N)Cc1c[nH]c2ccc(O)cc12
  Giardia FBPA inh: -27%
SMILES: CC1(O)CC2C(CC1O)C2(C)C (stereo not given)
  Giardia FBPA inh: 1%
SMILES: CC(C)CN1CCC2(CC1)CCN(S(C)(=O)=O)CC2
  Giardia FBPA inh: 3%

# Results, from the start:
SMILES: CC(C)c1cccc2nc3c(c([Si](C)(C)C(C)(C)C)c12)Cn1c-3cccc1=O
  Giardia FBPA inh: -26%
SMILES: C[C@H](N)Cc1c[nH]c2ccc(O)cc12
  Giardia FBPA inh: -27%
SMILES: CC1(O)CC2C(CC1O)C2(C)C (stereo not given)
  Giardia FBPA inh: 1%
SMILES: CC(C)CN1CCC2(CC1)CCN(S(C)(=O)=O)CC2
  Giardia FBPA inh: 3%
SMILES: CC(=O)OC1CCC2(C)C3=C(CCC2C1(C)C)[C@@]1(C)CCC(C(C)CCC=C(C)C)[C@@]1(C)CC3 (stereo not given in full)
  Giardia FBPA inh: 7%
SMILES: C=C[C@H]1CN2CC[C@H]1C[C@H]2c1[nH]c2ccccc2c1CCO
  Giardia FBPA inh: 7%
SMILES: CCCCCCCCCCCCCCCCOC[C@@H](O)COP(=O)([O-])OCC[N+](C)(C)C
  Giardia FBPA inh: 0%
SMILES: COC(=O)N[C@@H](c1cccc(C)c1)[C@@H](C)[N+](=O)[O-]
  Giardia FBPA inh: 0%
SMILES: C[C@@]12CC(=O)[C@H]3[C@@H](CCC4=CC(=O)CC[C@]43C)[C@H]1CCC2=O
  Giardia FBPA inh: -3%[21.7 µM]
SMILES: FC(F)(F)c1ccccc1-c1ccc2ncnc(NC3CC3)c2c1
  Giardia FBPA inh: -6%

SMILES: CCOC(=O)CCN1C(=O)[C@H]2[C@H]3[C@H](O)[C@H](O)C/C(=N/OC/C=C(\C)CCC=C(C)C)[C@@H]3CC[C@@H]2C1=O
  Giardia FBPA inh: 1%[12.9 µM]
SMILES: CC(=O)NCCNc1cc(-c2ccccc2C(F)(F)F)ncn1
  Giardia FBPA inh: 5%
SMILES: C=C1C[C@@]23C[C@@]1(O)CC[C@@H]2[C@]12C=C[C@@H](O)[C@](C)(C(=O)O1)[C@@H]2[C@@H]3C(=O)O
  Giardia FBPA inh: 6%
SMILES: CO[C@@H]1COC(=O)[C@H](C)NC(=O)C/C=C\[C@@H](C)[C@H](OC)COC(=O)[C@H](C)NC(=O)C/C=C\[C@H]1C
  Giardia FBPA inh: -1%[12.9 µM]
SMILES: O=C(N/N=C1/C[C@@H](O)[C@@H](O)[C@@H]2[C@@H]3C(=O)N(C[C@@H]4CCCO4)C(=O)[C@H]3CC[C@@H]12)OCc1ccccc1
  Giardia FBPA inh: 1%[12.9 µM]
SMILES: O=C(Nc1ccccc1)N1CC[C@@]2(CCCN(C(=O)c3ccco3)C2)C1
  Giardia FBPA inh: 3%
SMILES: CN(C)c1ncc2nc(CCc3ccccc3)c(=O)n(Cc3cccs3)c2n1
  Giardia FBPA inh: -4%
SMILES: CCC(=O)O[C@H](CC(=O)O)C[N+](C)(C)C
  Giardia FBPA inh: 0%
SMILES: CC(=O)N1CCC2(CC1)CCN(C(=O)Nc1cccc(C#N)c1)CC2
  Giardia FBPA inh: 0%
SMILES: N[C@H](C(=O)O)C(O)C(O)C(O)CO (stereo not given in full)
  Giardia FBPA inh: -6%

SMILES: CCNc1ncc2nc(-c3ccc(OC)cc3)c(=O)n(C[C@H]3CCCO3)c2n1
  Giardia FBPA inh: -4%
SMILES: N#Cc1ccc(CS(=O)(=O)c2nnnn2-c2ccccc2)cc1
  Giardia FBPA inh: 0%
SMILES: COc1ccc(-c2nc3cnc(Oc4ccccc4)nc3n(CCC#N)c2=O)cc1
  Giardia FBPA inh: 2%
SMILES: CC1=CC(=O)C2C(C)(C)CCC[C@@]2(C)[C@@]1(O)CCc1ccoc1 (stereo not given in full)
  Giardia FBPA inh: -3%
SMILES: CC(C)(C)c1cc(O)c(C(C)(C)C)cc1O
  Giardia FBPA inh: u
SMILES: O=C(Nc1cccc(F)c1)N1CCC2(CC1)CCN(C(=O)Oc1ccccc1)CC2
  Giardia FBPA inh: -3%
SMILES: COC(=O)CC1c2ccccc2C=C(C)N1C(=O)OC (stereo not given)
  Giardia FBPA inh: 4%
SMILES: Cc1nc2cnc(N3CCOCC3)nc2n(CCc2ccccc2)c1=O
  Giardia FBPA inh: 10%
SMILES: CCOC(=O)OCC1OC(C#Cc2ccccc2)C=CC1OC(=O)OCC (stereo not given)
  Giardia FBPA inh: -2%[12.9 µM]
SMILES: COC1=C[C@H]2[C@H]3Cc4ccc(OC)c(O)c4[C@@]2(CCN3C)CC1=O
  Giardia FBPA inh: -28%

SMILES: CCNC(=O)[C@@H]1O[C@@H](n2cnc3c(N)ncnc32)[C@H](O)[C@H]1O
  Giardia FBPA inh: 12%
SMILES: CC1CCC2C(=O)N3C(CCC(C)C3c3ccccc3Br)C(=O)N2C1c1ccc(C#CCN(C)C)cc1 (stereo not given)
  Giardia FBPA inh: 0%[12.9 µM]
SMILES: COCCn1c(=O)c(-c2cccc(C#N)c2)nc2cnc(Nc3ccccc3)nc21
  Giardia FBPA inh: 2%
SMILES: COc1ccc2c(c1)O[C@@H](c1ccc3c(c1)OCO3)[C@H](OC(=O)NCc1ccc3c(c1)OCO3)C2=O
  Giardia FBPA inh: -3%
SMILES: CCCCCCCCCCCCCCCCCCNC(=O)OCC(COP(=O)([O-])OCC[n+]1ccsc1)OC (stereo not given)
  Giardia FBPA inh: -1%
SMILES: COc1ccccc1NC(=O)Nc1nc(-c2cccnc2)nc2ccccc12
  Giardia FBPA inh: 5%&-1%&2%
SMILES: CNc1ncnc2ccc(-c3ccccc3C#N)cc12
  Giardia FBPA inh: -20%
SMILES: C=C1C2CC[C@@]3(C)C(c4ccoc4)OC(=O)C[C@@]13OC1CC(=O)C(C)(C)C(CC(=O)OC)[C@]12C (stereo not given in full)
  Giardia FBPA inh: -1%
SMILES: C=C1CCC(=O)C(C)CCC2C1CC2(C)C (stereo not given)
  Giardia FBPA inh: 4%
SMILES: Cc1cccc(NC(=O)N[C@@H]2N=C(c3ccccc3)c3ccccc3N(CC(=O)c3ccccc3C)C2=O)c1
  Giardia FBPA inh: -2%

SMILES: COc1ccc(CNc2ccnc(-c3cccc(NS(C)(=O)=O)c3)n2)c(OC)c1
  Giardia FBPA inh: -10%
SMILES: Cc1nc(NC2CCCCC2)c2nc(-c3ccccc3)n(C(C)CN(C)C)c2n1 (stereo not given)
  Giardia FBPA inh: 0%
SMILES: CO[C@@H]1COC(=O)[C@H](C)NC(=O)[C@@H](C)COC(=O)CCC[C@H]1C
  Giardia FBPA inh: 2%[12.9 µM]
SMILES: CC(C)(C)N1C(=O)[C@H]2[C@@H]3[C@H](O)[C@H](O)CC(=O)[C@H]3CC[C@H]2C1=O
  Giardia FBPA inh: 1%&0%[12.9 µM]
SMILES: COCCn1c(C(=O)N2CCCC2)cc2c1C[C@H]1CN(C(=O)c3ccccc3)[C@@](Cc3ccc(OC)cc3)(C(=O)OC)[C@@H]21
  Giardia FBPA inh: 0%
SMILES: N=c1ccn2c(n1)O[C@@H]1[C@H](O)[C@H](CO)O[C@@H]12
  Giardia FBPA inh: 4%
SMILES: COc1cccc([C@@H]2Oc3ccc(Br)cc3C(=O)[C@H]2OC(=O)N[C@H]2CCCc3ccccc32)c1
  Giardia FBPA inh: 2%
SMILES: CN(C)c1ncc2nc(-c3cccs3)c(=O)n(CCc3ccccc3)c2n1
  Giardia FBPA inh: 8%
SMILES: CCNc1ncc2nc(-c3ccc(F)cc3)c(=O)n(C)c2n1
  Giardia FBPA inh: 5%
SMILES: Cn1cccc1C(=O)N1CCC2(CC1)CN(C(c1ccccc1)c1ccccc1)C2
  Giardia FBPA inh: 11%

SMILES: C[C@]12CC[C@H]3[C@@H](CCC4C[C@H](O)CC[C@@]43C)[C@@H]1CC[C@@H]2O (stereo not given in full)
  Giardia FBPA inh: -3%
SMILES: CN(C)C(=O)c1ccc(-c2nccc(NCc3cccnc3)n2)cc1
  Giardia FBPA inh: -4%
SMILES: COCCn1c(=O)c(-c2ccc(OC)cc2)nc2cnc(Oc3ccccc3)nc21
  Giardia FBPA inh: -20%
SMILES: NS(=O)(=O)c1cc2c(cc1Cl)N[C@@H](CC1CCCC1)NS2(=O)=O
  Giardia FBPA inh: 2%[21.7 µM]
SMILES: CCN1C(=O)C=CC1=O
  Giardia FBPA inh: -1%
SMILES: Cc1cnc(CNc2ncncc2-c2ccccc2Cl)cn1
  Giardia FBPA inh: 6%
SMILES: CC1CCC2C(=O)N3C(CCC(C)[C@@H]3c3cccc(N4CCOCC4)c3)C(=O)N2C1c1cccc(Br)c1 (stereo not given in full)
  Giardia FBPA inh: 1%[12.9 µM]
SMILES: CCCCCCc1c(C[C@H](N)C(=O)O)o[nH]c1=O
  Giardia FBPA inh: -22%&-9%
SMILES: COc1cccc(-c2cc(NCc3cccnc3)ncn2)c1
  Giardia FBPA inh: -1%
SMILES: CC1=C2C(=COC(C)C2C)C(=O)C(C(=O)O)=C1O (stereo not given)
  Giardia FBPA inh: u

# Fetched by compound from the entries so far (2):
SMILES: Cc1cnc(CNc2ncncc2-c2ccccc2Cl)cn1
  Giardia FBPA inh: 6%
SMILES: NS(=O)(=O)c1cc2c(cc1Cl)N[C@@H](CC1CCCC1)NS2(=O)=O
  Giardia FBPA inh: 2%[21.7 µM]

# Going on with the list:
SMILES: COC(=O)[C@@H]1C[C@H]1[C@@H](NS(=O)(=O)c1ccc2ccccc2c1)c1ccccc1
  Giardia FBPA inh: -2%
SMILES: COc1ccc(Oc2ncc3nc(-c4cccc(C#N)c4)c(=O)n(Cc4cccc(OC)c4)c3n2)cc1
  Giardia FBPA inh: 0%
SMILES: COc1cccc([C@@H]2Oc3ccc(Br)cc3C[C@H]2OC(=O)NS(=O)(=O)c2ccc(C)cc2)c1
  Giardia FBPA inh: -1%
SMILES: COc1ccc(C(=O)N2CCC3(CCN(Cc4cc(C(F)(F)F)cc(C(F)(F)F)c4)CC3)CC2)cc1
  Giardia FBPA inh: 0%
SMILES: O=c1cc(-c2ccccc2)oc2c1ccc1ccccc12
  Giardia FBPA inh: 6%
SMILES: C=CCN1CCc2cc(O)c(O)cc2[C@H](c2ccccc2)C1
  Giardia FBPA inh: -17%
SMILES: O=c1c(CCc2ccccc2)nc2cnc(Nc3ccccc3)nc2n1C[C@H]1CCCO1
  Giardia FBPA inh: 4%
SMILES: CN1CCc2cc3c(cc2[C@@H]1O)OCO3
  Giardia FBPA inh: -2%[21.7 µM]
SMILES: Cn1cc(-c2nc3cncnc3n(Cc3ccccc3Cl)c2=O)c2ccccc21
  Giardia FBPA inh: 10%
SMILES: CN1CCN(c2ncc3nc(-c4cc(F)cc(F)c4)c(=O)n(C4CC4)c3n2)CC1
  Giardia FBPA inh: -13%
SMILES: COc1cccc(-c2nccc(NCc3ccccc3OC)n2)c1
  Giardia FBPA inh: -14%
SMILES: CN(C)Cc1ccccc1-c1cncnc1NCc1ccccc1
  Giardia FBPA inh: -4%
SMILES: COc1ccccc1CNc1ncnc2ccc(-c3c(C)noc3C)cc12
  Giardia FBPA inh: -8%

# Four entries from above, with tabs.
SMILES	Giardia FBPA inh
COC(=O)[C@@H]1C[C@H]1[C@@H](NS(=O)(=O)c1ccc2ccccc2c1)c1ccccc1	-2%
O=c1cc(-c2ccccc2)oc2c1ccc1ccccc12	6%
COc1cccc([C@@H]2Oc3ccc(Br)cc3C[C@H]2OC(=O)NS(=O)(=O)c2ccc(C)cc2)c1	-1%
O=c1c(CCc2ccccc2)nc2cnc(Nc3ccccc3)nc2n1C[C@H]1CCCO1	4%

# An excerpt. The share of hits here may be higher or lower than overall.
